Bioassay records (PubChem)
RMI-FANCM inh – blocks RMI1/RMI2 complex binding to FANCM MM2 peptide. Fluorescence polarization, RMI core complex with F-MM2 peptide; active compounds read low. FP signal (polarization) at 33 µM. 0.58% of 70,000 active. AID 1159607; in the data active = FP signal below about 40; note: inactives centre near 61; strong numbers were not always called active; unit not given here
An asterisk follows results filed as active; & = joins results of further samples.

SMILES | RMI-FANCM inh
O=C(CC1CCCCN1S(=O)(=O)c1ccc(F)cc1)Nc1ccc(Br)cc1 (stereo unspecified) | 73
COC(=O)c1ccc(S(=O)(=O)N(Cc2ccccc2)C(C)C)o1 | 45
Cc1ccc(C(=O)Nc2ccc(SCC(=O)NCC3CCCO3)nn2)cc1 (stereo unspecified) | 64
COc1cc(NC(=O)CSc2ccc(NC(C)=O)nn2)cc(OC)c1 | 66
CSc1ccccc1NC(=O)CC1CCCCN1S(=O)(=O)c1ccc(F)cc1 (stereo unspecified) | 69
O=C(NCCc1nnc2ccc(SCc3c(F)cccc3Cl)nn12)c1ccc(F)cc1 | 59
Cc1sc2ncnc(Nc3cccc(C(F)(F)F)c3)c2c1-c1ccc(Cl)cc1 | 69
NC(=O)C1CCN(CCOc2ccc(-c3[nH]ncc3-c3ccccc3)c(O)c2)CC1 | 58
CCOC(=O)CC(=O)CSc1nc(-c2ccccc2)nc2c1c(=O)n(C)c(=O)n2C | 59
COc1ccc(-c2ccc(=O)n(CCCNC(=O)c3ccco3)n2)cc1 | 68
CSc1nnc(NC(=O)CC(C)C)s1 | 63
C=CCN1C(=O)C(C)(C)COc2ccc(NS(=O)(=O)Cc3cccc(Cl)c3)cc21 | 64
O=C(NC(=O)c1ccc(F)cc1)Nc1ccncc1 | 71
Cc1ccccc1NC(=O)CSc1nc2c(cnn2-c2cccc(Cl)c2)c(=O)[nH]1 | 64
CCOc1c(C)cc(S(=O)(=O)Nc2ccc3c(c2)C(=O)Nc2cc(C)ccc2O3)cc1C | 61
O=C(NNC(=O)c1cccn(Cc2ccc(F)cc2)c1=O)c1cc2ccccc2o1 | 61
N/C(Cc1ccc(-c2csnn2)cc1)=N/OC(=O)c1ccc(C(F)(F)F)cc1 | 59
CCOCC(=O)Nc1cc(-c2cn3nc(OC)ccc3n2)ccc1OC | 72
CCOC(=O)N1CCN(C(=O)CSc2nc(N)c(NC(=O)c3ccc(OC)c(OC)c3)c(=O)[nH]2)CC1 | 61
CCOC(=O)c1ccc(-n2c(N)c(C(=O)NCCc3ccc(OC)c(OC)c3)sc2=S)cc1 | 62
O=C(Cn1ncn2nc(-c3ccccc3)cc2c1=O)Nc1ccc(F)cc1F | 95
O=C(Nc1ccc2c(c1)OCCO2)c1sc2ccccc2c1Cl | 54
FC(F)(F)c1cc(/C=C\c2noc(-c3ccccc3CN3CCCC3)n2)cc(C(F)(F)F)c1 | 52
COC(=O)c1ccccc1NC(=O)c1cccc(-n2cnnn2)c1 | 66
NC(=O)C1CCN(C(=O)CCCn2nc(-c3cccs3)ccc2=O)CC1 | 69
COc1cc(C(=O)NCC(c2ccco2)N2CCc3ccccc32)cc(OC)c1OC (stereo unspecified) | 54
O=C1CCc2cc(S(=O)(=O)NCCC3=CCCCC3)cc3c2N1CC3 | 54
CN(C)S(=O)(=O)Nc1ccc(F)cc1 | 66
Cc1ccc(OCc2nnc(SCC(=O)Nc3cccc(Cl)c3)n2-c2ccccc2)c2c1CCC2 | 73
Cc1cc(C)nc(NS(=O)(=O)c2ccc(N)cc2)n1 | 65&56&59
O=C(/C=C/c1ccc([N+](=O)[O-])s1)N1CCc2ccccc2C1 | 65
CSc1nn(-c2ccccc2)cc1C(=O)ON=C1CC2CCCC(C1)N2Cc1ccccc1 | 67
COc1c(C)cnc2c1c(=O)[nH]c(=O)n2C | 60
CCN1C(=O)Cc2cc(NC(=O)Cc3ccc(F)cc3)ccc21 | 69
CCOC(=O)/C(C#N)=C/N1CCCC1c1cccs1 (stereo unspecified) | 59
COc1ccccc1NC(=O)c1ccc(CSc2nc(C)cc(C)n2)cc1 | 78
Cc1cc(S(=O)(=O)C(CNC(=O)c2cccc(C(F)(F)F)c2)c2cccs2)ccc1F (stereo unspecified) | 64
Cc1ccc(NC(=O)Cn2cccc(-c3nc(-c4ccc(Cl)cc4)no3)c2=O)cc1C | 164
COc1cccc2cc(-c3nnc(NC(=O)CCS(=O)(=O)c4ccccc4)o3)oc12 | 56
CCOC(=O)c1noc(C)c1-c1csc(CS(=O)(=O)c2ccc(Cl)cc2)n1 | 49
O=C(NCC(c1ccsc1)N1CCCCCC1)c1c(F)cccc1Cl (stereo unspecified) | 56
O=c1[nH][nH]c(=S)n1-c1ccc(Cl)c(Cl)c1 | 48
Cn1nc(-c2ccc(NS(=O)(=O)c3ccc(OC(F)(F)F)cc3)cc2)ccc1=O | 61
Cc1cc(NC(=O)Cc2ccc(S(C)(=O)=O)cc2)n(-c2nc3ccccc3s2)n1 | 66
CN1CCCc2cc(C(CNC(=O)c3ccc(-c4ccccc4)cc3)N3CCOCC3)ccc21 (stereo unspecified) | 55
C=C1CCC2C(CC2(C)C)C(=O)CCC1O (stereo unspecified) | 66
O=C(O)CCCNC(=O)c1ccccc1C(=O)O | 57
NC(=O)CCCCC1CCSS1 (stereo unspecified) | 54
O=C(CSc1nccn(-c2ccc(F)c(F)c2)c1=O)NCc1ccccc1Cl | 62
Cc1ccc(-c2n[nH]c(=S)o2)cc1C | 67
CC(=O)Nc1ccc(OC(=O)c2cc(C(C)(C)C)nn2Cc2c(C)cc(C)cc2C)cc1 | 60
Clc1ccccc1OCc1nnc(-c2cccs2)o1 | 44
CN1CCN(C(CNC(=O)c2c(F)cccc2Cl)c2ccc(F)cc2)CC1 (stereo unspecified) | 54
Cc1cc(C)c(C#N)c(N2CCN(Cc3c(C)ccc4ccccc34)CC2)n1 | 56
O=c1cccc2cc(O)c(O)c(O)c2c1O | 51
O=C(CN1C(=O)S/C(=C\c2ccc(Cl)cc2Cl)C1=O)Nc1nc(-c2ccccc2)cs1 | 51
Cc1ccc(-c2nnc(-n3nnc4ccccc43)c3ccccc23)cc1C | 70
C=CCn1c(SCC(=O)Nc2scc(-c3ccc(C)o3)c2C(=O)OCC)nc2sc3c(c2c1=O)CCC(C)C3 (stereo unspecified) | 83
CCOC(=O)c1cnn(-c2ccc([N+](=O)[O-])cc2)c1-n1cccc1 | 52
O=C(OCN1C(=O)c2ccccc2C1=O)C1CCCCC1 | 57

(continued)
SMILES | RMI-FANCM inh
CSc1sc(C(=O)NCC2CC2)cc1S(=O)(=O)C(C)C | 58&59
Cc1ccc(C(C)C)c(OCc2nc3ccccc3n2Cc2ccccc2F)c1 | 62
COC(=O)c1ccc(NC(=O)CSc2nccn3nc(-c4ccccc4OC)cc23)cc1 | 89
COc1ccc(Cl)c2sc(N(CCCN(C)C)C(=O)c3ccno3)nc12 | 79
O=C(Nc1ccc(F)cc1)c1ccccc1NC(=S)Nc1ccc(Cl)c(Cl)c1 | 56
CC(=O)Nc1cccc(C2=Nc3ccccc3SC(c3ccc(Br)cc3)C2)c1 (stereo unspecified) | 68
Nc1ccn(C2O[C@H](CO)[C@@H](O)[C@@H]2O)c(=O)n1 (stereo partly specified) | 54
c1cc(-c2ccc(SCCN3CCCCC3)nn2)ccn1 | 57
Cc1cc(C)cc(-n2ccnc2SCC(=O)Nc2ccc(F)cc2F)c1 | 63
O=S(=O)(c1ccc2c(c1)OCCO2)N1CCN(c2ccc3nncn3n2)CC1 | 69
Nc1cc(Cl)c(-n2cccc2)cc1Oc1ccc(Cl)cc1 | 49
Cc1ccc(S(=O)(=O)N2CCN(c3ccc(-c4cccs4)nn3)CC2)s1 | 71
Cc1ccc(-c2ccc(=O)n(CCCNC(=O)Nc3ccc4c(c3)OCCO4)n2)cc1 | 68
O=C(c1ccccc1)c1ccc2[nH]c(=O)[nH]c2c1 | 67
CCCNC(=O)CCCCn1c(=O)c2ccccc2n(CC(=O)N2CCOc3ccc(C)cc32)c1=O | 59
Cc1ccc(S(=O)(=O)N(CC(=O)N(C(C)C)C(C)C)C(=O)N2CCN(C)CC2)cc1 | 53
Cc1ccc(-c2nnc(NC(=O)c3ccc([N+](=O)[O-])s3)o2)cc1C | 65
O=C(NCCCS(=O)(=O)N1CCN(c2ccccn2)CC1)c1ccc(F)cc1F | 61
CC(C)CC(=O)NC(=S)Nc1ccc(S(N)(=O)=O)cc1 | 56
C=CCn1c(=NC(=O)COc2ccccc2)sc2cccc(OC)c21 | 58

The final two compounds of the section before come first, to join the parts.
SMILES | RMI-FANCM inh
CC(C)CC(=O)NC(=S)Nc1ccc(S(N)(=O)=O)cc1 | 56
C=CCn1c(=NC(=O)COc2ccccc2)sc2cccc(OC)c21 | 58
O=C(CCOc1ccccc1)N(CCN1CCOCC1)c1nc2c(F)cccc2s1 | 47
Cc1cc(=O)n2c(-c3cccc(NC(=O)COc4ccc(Cl)cc4)c3)csc2n1 | 63
CCCNC(=O)C(=O)NCC1CCN(Cc2ccccc2)CC1 | 71
Cc1c(-c2ccccc2)c2c(n1-c1cccc(C(F)(F)F)c1)CCCC2 | 95
CCCn1c(=O)c2cc(F)ccc2n2c(SCC(=O)Nc3ccc(C(C)=O)cc3)nnc12 | 59
O=C(Nc1sc2c(c1CN1CCCCCC1)CCC2)c1ccc(F)cc1 | 117
CC(=C/C(=O)O)/C(=C\c1cccnc1)C(=O)O | 53
COc1ccc(Cl)cc1C(=O)NCCn1ncccc1=O | 65
CC(C)(C)c1cc(NC(=O)Nc2ccccc2)no1 | 59
O[C@H]1C=C2CCN3Cc4cc5c(cc4C(C23)[C@@H]1O)OCO5 (stereo partly specified) | 46
O=C(NCCn1nc(-c2ccncc2)ccc1=O)Nc1ccccc1 | 67
COc1ccc(S(=O)(=O)NCCOc2ccc3nnc(-c4ccccc4)n3n2)cc1C | 67
COc1cc(C(=O)Nc2nnc(-c3ccno3)o2)cc(OC)c1OC | 54
O=C(NNC(=O)c1ccc(=O)n(Cc2ccc(Cl)cc2)c1)c1ccc(F)c(F)c1 | 61
COC(=O)c1ccccc1NC(=O)CN1CCCN(Cc2ccccc2Cl)S1(=O)=O | 74
CC12CCC(C(=O)Nc3ccc4c(c3)OCCO4)(CC1=O)C2(C)C (stereo unspecified) | 64
Cc1nnc(-c2cc3ccccc3n2CC(=O)Nc2ccc(OC(F)(F)F)cc2)o1 | 57
O=C(Nc1nc2ccc([N+](=O)[O-])cc2s1)c1ccccc1Br | 55
Cc1ccccc1NC(=O)/C=C/C1=Cc2ccccc2OC1 | 66
CCCN(CCC)S(=O)(=O)c1ccc(C(=O)N2CC3CCC(CC3)C2)cc1 | 56

As a working copy, 4 of the compounds above:
SMILES | RMI-FANCM inh
Cc1nnc(-c2cc3ccccc3n2CC(=O)Nc2ccc(OC(F)(F)F)cc2)o1 | 57
O=C(Nc1nc2ccc([N+](=O)[O-])cc2s1)c1ccccc1Br | 55
Cc1ccccc1NC(=O)/C=C/C1=Cc2ccccc2OC1 | 66
CCCN(CCC)S(=O)(=O)c1ccc(C(=O)N2CC3CCC(CC3)C2)cc1 | 56

In a second layout: seven of the compounds above
Molecule	RMI-FANCM inh
O=C(Nc1sc2c(c1CN1CCCCCC1)CCC2)c1ccc(F)cc1	117
CC(=C/C(=O)O)/C(=C\c1cccnc1)C(=O)O	53
COc1ccc(Cl)cc1C(=O)NCCn1ncccc1=O	65
CC(C)(C)c1cc(NC(=O)Nc2ccccc2)no1	59
O[C@H]1C=C2CCN3Cc4cc5c(cc4C(C23)[C@@H]1O)OCO5 (stereo partly specified)	46
O=C(NCCn1nc(-c2ccncc2)ccc1=O)Nc1ccccc1	67
COc1ccc(S(=O)(=O)NCCOc2ccc3nnc(-c4ccccc4)n3n2)cc1C	67

Molecules listed so far containing bromine:
SMILES | RMI-FANCM inh
O=C(CC1CCCCN1S(=O)(=O)c1ccc(F)cc1)Nc1ccc(Br)cc1 (stereo unspecified) | 73
CC(=O)Nc1cccc(C2=Nc3ccccc3SC(c3ccc(Br)cc3)C2)c1 (stereo unspecified) | 68
O=C(Nc1nc2ccc([N+](=O)[O-])cc2s1)c1ccccc1Br | 55

(next part)
SMILES | RMI-FANCM inh
COCCN1CCCc2ccc(NC(=O)Cc3cccc(C)c3)cc21 | 63
Cc1c(C)c(C)c(S(=O)(=O)NCCCN(C)C)c(C)c1C | 65
COC(=O)c1ccc(NC(=O)COc2cccc3c2OC(C)(C)C3)cc1 | 56
N#Cc1ccccc1NC(=O)CC1SC(=Nc2ccccc2)N(c2ccccc2)C1=O (stereo unspecified) | 62
N#CCSC1=NS(=O)(=O)c2ccccc2N1 | 54
CC1(C)C2CCC1(CS(=O)(=O)N1CCN(c3ccc(F)cc3)CC1)C(=O)C2 (stereo unspecified) | 59
Cn1ccnc1S(=O)(=O)/C(C#N)=C/c1ccc2c(c1)OCO2 | 51
Cc1ccccc1NC(=O)CSc1ncnc2sc(C)c(C)c12 | 95
COC(=O)c1ccc(CSc2nc(C)cc(C)c2C#N)cc1 | 74
C[C@]12CC(=O)C3C(CC[C@@H]4C[C@H](O)CC[C@]34C)C1CC[C@]2(O)C(=O)CO (stereo partly specified) | 52
CCOC(=O)c1nn(-c2ccccc2)cc1O | 59
C=CCN1C(=O)C(C)(C)COc2cc(NC(=O)c3ccc(OCC)c(OCC)c3)ccc21 | 67
CCN(CC)CCOC(=O)c1cc(Cl)c(N)cc1OC | 53
Cc1oc(-c2cccc(Cl)c2)nc1CSc1n[nH]c(=O)c2cc(-c3cccs3)nn12 | 80
COc1ccc(C(=O)/C=C2\C(=O)Nc3ccccc32)cc1 | 56
Cc1ncc(CSc2ccccc2N)c(CO)c1O | 62
CC(=O)/C(C)=N\O | 60
O=[N+]([O-])c1ccc2sc(SCc3nc4ncccn4c3Br)nc2c1 | 60
Cc1cc(-c2nnc(NC(=O)c3ccc(Cl)s3)o2)nn1C | 64
COc1ccc(-c2nnc(NC(=O)CSc3nncn3C)s2)c(OC)c1 | 63
CCc1cc2c(cc1C(=O)CC1(O)C(=O)Nc3ccc(Br)cc31)C(C)(C)CCC2(C)C (stereo unspecified) | 52
CCOC(=O)CNC(=O)CSc1nc(=O)n2cccc(C)c2n1 | 62
Nc1c(C(=O)NCC2CCCO2)sc(=S)n1Cc1ccccc1 (stereo unspecified) | 61
CCOC(=O)c1c(C)noc1/C(C)=N\OC(=O)Nc1cccc(C(F)(F)F)c1 | 54
COC(=O)C(C)Sc1ccc2nnc(-c3ccncc3)n2n1 (stereo unspecified) | 56
O=C(NCCn1nc(-c2ccccc2)ccc1=O)c1ccc2ccccc2n1 | 57
CN(C)CCn1nnnc1SCC1=C(C(=O)O)N2C(=O)[C@@H](NC(=O)Cc3csc(N)n3)[C@H]2SC1 | 63
O=C(C1CCCN(c2ccc(-c3ccc(Cl)cc3)nn2)C1)N1CCOCC1 (stereo unspecified) | 62

The list is partial. The share of hits here may be higher or lower than overall.
